Source: PubChem BioAssay
E-sel inducer = induces E-selectin expression in human endothelial cells; hit rate 0.37% among 260,000; HUVEC E-selectin immunofluorescence imaging; normalized: neutral wells 0, TNF-alpha wells 100; activation, % at 7.58 µM;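 active = mean E-selectin-positive cell signal at least 10% of the positive control, reached in at least 60% of replicates, without over 20% cell loss; inconclusive = no rule given, readout overlaps actives, possibly toxicity-flagged; inactive = the rest, including those meeting only one limit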;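 note: in these data hits start at about 27%; measured in HUVEC primary endothelial cells; signal is the percent of cells scored E-selectin positive by PE staining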
Target sequence (P16581 whole entry, looked up): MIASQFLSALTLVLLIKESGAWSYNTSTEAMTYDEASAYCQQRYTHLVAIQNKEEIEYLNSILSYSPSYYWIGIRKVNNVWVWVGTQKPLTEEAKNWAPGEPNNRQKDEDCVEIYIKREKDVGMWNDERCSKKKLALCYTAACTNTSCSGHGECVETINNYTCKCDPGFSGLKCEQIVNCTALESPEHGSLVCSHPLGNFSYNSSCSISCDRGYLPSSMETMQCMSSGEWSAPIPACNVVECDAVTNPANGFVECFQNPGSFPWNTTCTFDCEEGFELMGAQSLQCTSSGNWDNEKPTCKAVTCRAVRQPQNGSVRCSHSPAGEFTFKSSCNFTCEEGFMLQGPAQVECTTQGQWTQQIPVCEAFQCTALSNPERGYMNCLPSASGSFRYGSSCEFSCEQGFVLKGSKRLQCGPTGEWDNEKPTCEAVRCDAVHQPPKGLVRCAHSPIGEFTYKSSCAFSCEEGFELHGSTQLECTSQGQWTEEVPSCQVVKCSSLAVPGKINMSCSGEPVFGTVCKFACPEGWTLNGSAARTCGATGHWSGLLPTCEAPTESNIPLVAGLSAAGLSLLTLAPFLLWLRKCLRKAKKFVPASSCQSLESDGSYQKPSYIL
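assay system = HUVEC, human umbilical vein endothelial cells | input = 3,000 HUVEC seeded per well | medium = EGM-2 growth medium on 0.1% gelatin-coated wells | dosing = one compound dose added by pin transfer | signal = immunofluorescence imaging | read-out basis = % PE-positive cells | control set = TNF-alpha, DMSO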
SIRT5 inh = sirtuin-5 (human) deacylase inhibition | Q9NXA8 | Purified SirT5, succinyl-peptide AMC, trypsin-coupled fluorescence | inhibition, % at 15 µM | hit rate 1.1% among 330,000; in the data active = inhibition above about 15%; inconclusive = no clear call, values can overlap the other calls
Target sequence (Q9NXA8 whole entry, looked up): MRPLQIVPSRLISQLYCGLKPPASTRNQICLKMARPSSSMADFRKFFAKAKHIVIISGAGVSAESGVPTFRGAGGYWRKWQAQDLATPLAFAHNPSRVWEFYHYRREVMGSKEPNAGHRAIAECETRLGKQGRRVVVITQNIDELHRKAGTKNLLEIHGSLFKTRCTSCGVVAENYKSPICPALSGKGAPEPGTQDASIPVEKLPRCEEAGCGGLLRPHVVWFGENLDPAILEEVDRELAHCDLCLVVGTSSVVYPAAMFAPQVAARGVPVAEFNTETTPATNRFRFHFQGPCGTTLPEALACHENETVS
S100A4 MyoIIA = blocks human S100A4 binding to myosin IIA peptide. inhibition, % at 10.7 µM. P26447. S100A4/TAMRA-MyoIIA peptide fluorescence polarization. hit rate 0.14% among 360,000. AID 652163;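 active = mean inhibition of at least 70% across replicates, with every replicate also reaching that level; inconclusive = mean inhibition reaches 70% but some replicates fall short; inactive = mean inhibition below 70%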
Target sequence (P26447 whole entry, looked up): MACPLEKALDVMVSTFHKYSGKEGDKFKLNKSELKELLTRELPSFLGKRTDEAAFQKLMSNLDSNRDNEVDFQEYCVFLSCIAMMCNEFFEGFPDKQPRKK
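incubation = readout 5 min after mixing, signal stable up to 60 min | system = S100A4 monomer protein | buffer or medium = HEPES pH 7.2 with CaCl2, KCl, NaCl, DTT, Triton | benchmarks = neutral control DMSO, positive control TFP | also added = fluorescent myosin IIA peptide, 5 nM | compound dosing = one concentration per compound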
Statin myotox sup = suppression of simvastatin myotoxicity. hit rate 0.78% among 330,000. C2C12 myotubes + simvastatin, ATP luminescence, 48 h; scaled: DMSO 0, geranylgeraniol control 100. rescue of ATP level, % at 7.49 µM. AID 602340;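 active = mean ATP rescue above about 67%, or every replicate alone reaching that limit, limit read from the data, passing the limit was not always enough; inconclusive = no clear call, values can overlap the other calls; inactive = mean under the limit and some replicate under it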;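 note: myotubes were challenged with 10 µM simvastatin during compound exposure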
ERp5 inh = blocks human ERp5 reductase activity on insulin; AID 651711; Q15084; inhibition, % at 9.99 µM; hit rate 0.05% among 350,000; ERp5 insulin aggregation, absorbance 650 nm, 90 min;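 active = mean replicate inhibition above about 25%, with every replicate also reaching it, limit read from the data, passing the limit was not always enough; inconclusive = only one of those two criteria met; inactive = neither criterion met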
PglD inh = inhibitors of Campylobacter jejuni PglD acetyltransferase. purified PglD enzyme, DTNB colorimetric CoA detection. inhibition, % at 12.5 µM. hit rate 0.098% among 360,000. AID 602405; in the data active = inhibition above about 16%, passing the limit was not always enough; inconclusive = no clear call, values can overlap the other calls; note: strong numbers were not always called active
DENV2 CPE rescue = DENV2-induced cell death inhibition; AID 651640; DENV2-infected cells, cytopathic effect rescue, plate reader; CPE inhibition, % at 9.99 µM; hit rate 1.7% among 350,000; in the data active = CPE inhibition above about 20%, passing the limit was not always enough; inconclusive = no clear call, values can overlap the other calls; tested in BHK-21 cells;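 note: 0% = median of neutral control wells and 100% = median of positive control wells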
The depositor's hits bear a star; ? = inconclusive; . = not tested or not shown; & = joins results of further samples.

SMILES | E-sel inducer | SIRT5 inh | S100A4 MyoIIA | Statin myotox sup | ERp5 inh | PglD inh | DENV2 CPE rescue
CCS(=O)(=O)Nc1ccc2c(c1)C(=O)N(C)[C@H]1CC[C@@H](CC(=O)OC)O[C@@H]1CO2 | 0.0 | -1.4 | 0.5 | -15.5 | 2.6 | -0.7 | -2.7
Cc1noc(C)c1NC(=O)Nc1ccc2c(c1)C(=O)N([C@H](C)CO)C[C@@H](C)[C@H](CN(C)C(=O)Nc1ccc(F)cc1)O2 | 0.0 | -1.5 | 0.8 | -10.7 | 0.0 | -1.5 | -4.2
O=C(CN1C(=O)CCS(=O)(=O)c2ccccc21)NCCc1ccccc1 | 0.0 | 0.9 | 3.1 | 3.3 | -6.0 | -2.5 | -2.3
COc1cc(/C=N/n2c(COc3ccccc3)n[nH]c2=S)cc(Br)c1O | 0.0 | 2.7 | -3.1 | 3.9 | 1.2 | -1.0 | 3.7
Cc1nn(-c2ccccc2)c(N)c1C1(O)C(=O)N(C(C)C)c2ccccc21 (centres undefined) | -1.7 | -1.9 | 6.7 | . | -0.7 | . | 8.1
COc1ccc2c3c([nH]c2c1)[C@H](CO)N(C(=O)c1ccccn1)CC31CCN(C(=O)C2CCCC2)CC1 | 0.0 | 1.3 | -3.7 | . | 2.8 | . | -8.3
Cc1noc(C)c1NC(=O)N(C)C[C@@H]1Oc2ccc(NC(=O)Cc3cn(C)c4ccccc34)cc2C(=O)N([C@@H](C)CO)C[C@H]1C | . | 5.0 | 2.1 | -4.6 | 1.2 | 4.6 | 14.9
CO[C@@H]1CN(C)C(=O)c2cc(NC(=O)Nc3cccc(F)c3)ccc2OC[C@H](C)NC[C@H]1C | -0.2 | 1.7 | -2.5 | -10.1 | 1.8 | 2.9 | -5.3
C[C@H]1CN([C@@H](C)CO)S(=O)(=O)c2ccc(Br)cc2O[C@H]1CN(C)CC1CCOCC1 | 0.3 | -8.2 | 14.9 | 7.7 | 7.3 | 1.6 | -6.7
Cc1noc(C)c1S(=O)(=O)N(C)C[C@H]1OCCCC[C@@H](C)Oc2ccc(NC(=O)C3CCCCC3)cc2C(=O)N([C@H](C)CO)C[C@@H]1C | 0.0 | 13.0 | 0.4 | -30.4 | -12.3 | 4.0 | -2.7
CC=Cc1ccc2n(c1=O)C[C@H]1[C@H](CO)[C@@H](C(=O)N3CCc4ccccc4C3)N(C(=O)CC)[C@@H]21 (mixture of isomers) | -0.1 | -10.4 | -12.8 | -36.9 | 2.0 | 1.1 | 7.7
CC[C@]12c3[nH]c4ccccc4c3CCN1C(=O)C(CC(=O)NCCCn1ccnc1)C[C@@H]2C(=O)N1CCN(C(=O)c2ccco2)CC1 (some centres undefined) | . | -3.8 | 10.8 | -2.4 | 1.5 | -3.2 | 14.4
Cc1cc(=O)[nH]c(SCC(=O)NC2CCCc3ccccc32)n1 (centres undefined) | 3.9 | -1.5 | -13.5 | . | -1.9 | 0.1 | -5.9
COc1cc2ccccc2cc1C(=O)NCc1ccncc1 | 0.1 | -5.0 | 5.8 | . | -12.3 | 7.6 | 2.8
CCCNC(=O)N1CC2(C1)[C@H](c1ccccc1)[C@H](CO)N2Cc1cccc(Cl)c1 | -0.2 | 1.6 | 9.8 | . | 2.6 | . | 2.9
N#C[C@H]1[C@@H](c2ccc(C3=CCCCC3)cc2)[C@H](CO)N1C(=O)CN1CCOCC1 | 0.3 | 6.2 | -1.8 | -45.3 | -1.2 | 4.9 | 14.6
COC(=O)c1ccc(-n2ccnc2)cc1 | . | -3.3 | 6.1 | . | -6.0 | . | 3.9
Cc1ccc(S(=O)(=O)N(C)C)cc1NC(=O)COC(=O)C1CC(=O)N(c2ccc3c(c2)OCCO3)C1 (centres undefined) | . | -10.0 | 3.1 | 14.2 | -5.2 | -0.9 | 1.2
Cn1c(COc2cccc3cccnc23)nnc1SCC(=O)O | 6.4 | -2.6 | 8.5 | . | -3.2 | . | 4.4
ClCc1nnc(-c2cc3c(s2)CCCC3)o1 | -0.2 | 3.7 | -0.9 | . | 0.2 | . | 8.0
C[C@H]1CN([C@@H](C)CO)C(=O)c2cc(-c3ccccc3F)cnc2O[C@@H]1CN(C)Cc1cccc(F)c1 | . | -1.5 | -1.5 | -10.5 | 0.2 | 1.5 | 9.4
C[C@H]1CN([C@@H](C)CO)C(=O)c2cccc(NC(=O)NC3CCCCC3)c2O[C@@H]1CN(C)S(=O)(=O)c1ccc(Cl)cc1 | 0.0 | -2.8 | 1.5 | 4.1 | -9.4 | -0.2 | 26.8*
Cc1nn(C)c(C(=O)Nc2cccc(Nc3ccccc3)c2)c1[N+](=O)[O-] | 2.9 | 0.8 | -0.2 | -20.5 | 4.2 | -1.1 | -2.3
COc1ccc(OCc2nnc(SC3CCOC3=O)n2-c2ccccc2)cc1 (centres undefined) | . | -0.8 | 0.2 | . | -7.4 | . | -1.1
CC(=O)Nc1cccc(C(=O)Nc2ccc(S(=O)(=O)NC3=NCCCCC3)cc2)c1 | -0.6 | -2.1 | -1.6 | 16.6 | 3.2 | . | ?
COc1nc(-c2ccccc2)ccc1-c1noc(C)n1 | -1.8 | -6.9 | 2.4 | -2.6 | 7.6 | -3.3 | .
Fc1ccc(Nc2nc(-c3ccncc3)cs2)cc1 | 0.0 | 0.5 | -3.0 | . | -2.6 | . | -6.8
Cc1ccc(C)c(NC(=S)N(Cc2ccco2)C(C)c2cccs2)c1 (centres undefined) | 12.5 | -4.9 | -7.3 | . | -0.4 | 3.3 | .
Cc1ccn2c(C(=O)NN=C3CCN(C)CC3)c(C)nc2c1 | . | -0.5 | -25.0 | . | -4.6 | . | -3.6
COC(=O)c1c2oc(c1C(=O)OC)C(=O)N[C@H](Cc1ccccc1)Cn1cc(nn1)[C@H](Cc1ccccc1)NC(=O)N[C@H](CO)CC2 | . | 5.7 | 6.2 | . | -1.2 | -5.5 | -7.0

As entered above:
For ERp5 inh, C[C@H]1CN([C@@H](C)CO)C(=O)c2cc(-c3ccccc3F)cnc2O[C@@H]1CN(C)Cc1cccc(F)c1 has 0.2
For PglD inh, COC(=O)c1c2oc(c1C(=O)OC)C(=O)N[C@H](Cc1ccccc1)Cn1cc(nn1)[C@H](Cc1ccccc1)NC(=O)N[C@H](CO)CC2 has -5.5
For ERp5 inh, COc1cc2ccccc2cc1C(=O)NCc1ccncc1 has -12.3

Following part:
SMILES | E-sel inducer | SIRT5 inh | S100A4 MyoIIA | Statin myotox sup | ERp5 inh | PglD inh | DENV2 CPE rescue
NC(=O)C12CCCC(Br)(CCC1)C2 | -0.1 | -5.3 | 3.5 | -1.1 | 6.5 | . | 14.4
Nc1nc(SCC(=O)Nc2ccc(Cl)cn2)n[nH]1 | . | -2.9 | 1.2 | . | 2.3 | . | -0.9
O=C(Nc1csnn1)OCc1ccccc1 | . | . | 4.4 | . | 2.8 | . | 10.8
COc1ccc(-c2oc3ccccc3c2C(=O)OCc2ccccc2OC)cc1 | -0.1 | . | 17.4 | 11.8 | 0.0 | 10.4 | -8.6
CCc1ccccc1NC(=O)COc1ccc2c(=O)c(Oc3cc(C)ccc3C)coc2c1 | 0.0 | -1.2 | 2.3 | . | 4.6 | . | 1.7
COc1ccc(-n2nc([N+](=O)[O-])c(=NCCc3ccccc3)n2O)cc1 | . | . | 6.2 | . | -2.4 | -4.5 | -6.7
Cc1ccc(Nc2nc(NCc3ccccc3)nc3ccsc23)c(C)c1 | -0.2 | -5.9 | -2.4 | -61.5 | -1.2 | 1.6 | -6.5
CCC(Oc1ccccc1)C(=O)Nc1ccccc1N1CCCCC1 (centres undefined) | 0.1 | -4.4 | -0.4 | 3.4 | 3.3 | 2.3 | 2.8
CNC(=O)N(O)C1N(/N=C/c2c(F)cccc2Cl)C(=S)SC1(C)C (centres undefined) | 0.2 | 1.1 | -0.3 | 4.1 | 4.2 | 3.9 | -0.9
C[C@@H]1CN([C@H](C)CO)C(=O)CCCn2cc(nn2)CO[C@H]1CN(C)C(=O)Nc1ccc(C(F)(F)F)cc1 | -0.1&0.0 | -2.4&-4.9 | 29.2&5.8 | 9.9&-7.2&4.2 | -2.4&-3.4 | -1.1&-1.6 | ?
O=C(CCn1nc(-c2ccccc2)c2ccccc2c1=O)Nc1cccnc1 | -0.2 | -1.3 | 0.7 | 6.0 | 2.7 | . | -2.8
O=C(C[C@@H]1CC[C@H](NC(=O)NC2CCCCC2)[C@@H](CO)O1)NCc1ccc(Cl)cc1 | -0.4 | -3.9 | -5.1 | 1.4 | 8.6 | 1.0 | 19.6
CCCOc1ccc(F)cc1-c1cc(C(=O)Nc2ccccc2)[nH]n1 | 0.2 | -0.4 | -2.7 | -2.7 | -2.2 | 0.8 | 3.5
CN(C)C(=O)c1cc2c(c(-c3cccc(C4=CCCCC4)c3)n1)[C@@H](CCO)N(S(C)(=O)=O)C2 | 0.1 | -3.3 | 4.4 | . | 0.2 | . | -3.6
CC1CCc2nn(CC(=O)NCCC3=CCCCC3)cc2C1 (centres undefined) | 0.1 | . | -4.2 | -2.7 | -2.5 | 1.3 | 0.2
CCN(CC(=O)NCCc1ccc(F)cc1)Cc1nc2ccccc2c(=O)[nH]1 | . | 0.9 | 5.6 | 0.4 | -4.0 | 5.7 | -2.0
CCN1C(C#N)=C(C#N)N=C(C)CC1(C)C | 4.5 | -1.8 | -7.7 | . | -3.7 | . | 7.7
CCCC(O)C#Cc1cnc2c(c1)C(=O)N([C@H](C)CO)C[C@H](C)[C@H](CN(C)Cc1cccc(C)c1)O2 (some centres undefined) | -4.7 | -9.3 | 6.8 | 10.3 | -0.3 | 3.0 | 5.0
COc1ccc(C(C(=O)Nc2ccc(F)cc2)N2CCN(c3cccc(C(F)(F)F)n3)CC2)cc1 (centres undefined) | 0.7 | -3.1 | -2.4 | . | 4.1 | . | -5.9
COc1ccc(-c2nc(C(=O)O)cs2)cc1OC | . | -4.9 | 2.2 | 6.7 | -1.8 | . | -4.1
CCC(=O)N/C(N)=N/c1nc(C)c2cc(C)c(C)cc2n1 | . | 17.6* | 23.9 | . | -3.4 | -6.7 | -5.0
C/C(=N\Nc1cccc2cccnc12)c1ccc(N)cc1 | 4.7 | -2.2 | -9.0 | 6.1 | -11.6 | . | -4.8
COCCn1c(SCCOc2ccccc2)nc2ccccc2c1=O | -1.3 | -1.5 | -10.3 | -6.7 | 3.7 | 2.7 | -5.0
CCNC(=O)C[C@H]1CC[C@@H]2[C@H](COc3ccc(NC(=O)Nc4ccccc4OC)cc3C(=O)N2C)O1 | -0.1 | 3.8 | 1.7 | -23.8 | . | -1.4 | -11.6
NCCCCNCCCN | 0.8 | -2.4 | -0.9 | 11.1 | 5.1 | -4.2 | 8.3
CN(C)CCOc1ccc2c(c1)Sc1ccccc1CC2=O | . | -1.0 | -2.8 | 11.9 | 6.7 | 2.3 | .
COc1ccc(C(=O)NCCc2nc3cc([N+](=O)[O-])ccc3n2C)cc1 | . | -2.1 | -0.5 | -10.2 | 7.1 | . | ?
CCc1cccc(C)c1NC(=O)CSc1nnc(Cc2csc(C)n2)o1 | . | -3.3 | -3.9 | -10.4 | -3.4 | 4.2 | -0.3
O=C(c1ccc2c(c1)OCO2)N1CC(=O)N2[C@H](C1)[C@@H](c1ccc(C#CCC3CCCC3)cc1)[C@@H]2CO | -0.9 | 17.8* | 11.6 | . | -0.2 | . | 9.3
C[C@@H]1CN([C@H](C)CO)C(=O)c2c(c3ccccc3n2C)-c2ccccc2CO[C@@H]1CN(C)C(=O)C1CC1 | -0.1 | -1.0 | -4.9 | 7.4 | -4.0 | 3.5 | -1.6

Not all compounds are listed; rates above refer to the full screens.
